Screening data: PubChem, several laboratories
G6PDH CS: inhibits Leuconostoc G6PDH, flagging false hits in G6PDH-based assays; Purified L. mesenteroides G6PDH, diaphorase/resazurin coupled fluorescence, 45 min; inhibition, % at 5 µM; 0.12% of 200,000 active; AID 1020; in the data active = inhibition above about 50%
PMI act: increases human mannose-6-phosphate isomerase activity; P34949; purified human PMI, coupled resazurin fluorescence, 20 min; active compounds read high; 1 = vehicle control, 0 substrate-free wells; activation factor at 20 µM; 0.005% of 190,000 active; AID 1214;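 active = activation factor of 2 or more at 20 µM, relative to plate controls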
SRC2 TRFRET art: TR-FRET artefact, counter-screen to PPARgamma/SRC-2 agonist assay | active compounds read high | 0.4% of 200,000 active | TR-FRET ratio at 8 µM; in the data active = TR-FRET ratio above about 2000; note: inactives centre near 1500
PPARg SRC-1 ag: PPARgamma-driven SRC-1 recruitment agonism | P37231 | activation, % at 8 µM | AID 631 | PPARgamma-SRC-1 coactivator recruitment biochemical assay | 0.41% of 200,000 active; in the data active = activation above about 19%;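 note: 0% = DMSO and 100% = reference agonist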
Target sequence (P37231 whole entry, looked up): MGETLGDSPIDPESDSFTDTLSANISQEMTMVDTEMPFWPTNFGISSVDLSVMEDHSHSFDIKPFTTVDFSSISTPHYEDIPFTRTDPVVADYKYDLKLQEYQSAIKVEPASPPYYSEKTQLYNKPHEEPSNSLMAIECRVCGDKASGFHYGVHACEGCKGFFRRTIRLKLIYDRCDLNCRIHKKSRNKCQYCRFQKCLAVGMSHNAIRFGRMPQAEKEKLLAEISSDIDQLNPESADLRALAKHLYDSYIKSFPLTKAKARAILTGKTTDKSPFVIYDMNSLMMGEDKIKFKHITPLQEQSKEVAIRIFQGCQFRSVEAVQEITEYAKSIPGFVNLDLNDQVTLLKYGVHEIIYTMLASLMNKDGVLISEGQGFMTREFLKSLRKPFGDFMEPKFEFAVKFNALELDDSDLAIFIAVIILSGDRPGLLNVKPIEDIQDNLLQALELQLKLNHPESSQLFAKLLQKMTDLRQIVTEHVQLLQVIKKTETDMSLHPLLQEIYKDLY
PMI act hi M6P: increases human PMI activity with near-saturating mannose 6-phosphate. coupled PMI enzyme assay, resazurin fluorescence, 20 min; active compounds read high; 1 = untreated enzyme, 0 = substrate-free blank. AID 1216. P34949. 0.34% of 190,000 active. activation factor at 20 µM;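 active = activation factor of 2 or more at 20 µM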
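Test system: Human PMI in coupled enzyme assay | Input: 15 ng/mL PMI | Medium: HEPES-buffered pH 7.4 with magnesium and detergent | Compound: One concentration, 20 µM, in 1% DMSO | Incubation: Enzyme reaction with compound 20 min at room temperature | Detection: Diaphorase-driven resazurin-to-resorufin fluorescence, excitation 544, emission 590 nm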
PPARg SRC3 recr: agonists of human PPARgamma SRC-3 coactivator recruitment | biochemical PPARgamma/SRC-3 coactivator recruitment assay | AID 731 | activation, % at 8 µM | 0.26% of 200,000 active | P37231; in the data active = activation above about 23%;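 note: 0% = DMSO and 100% = reference agonist; some compounds past the cut are filed as inactive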
PPARg SRC-2 ag: agonists of SRC-2 recruitment by human PPARgamma. P37231. activation, % at 8 µM. 0.34% of 200,000 active. PPARgamma LBD-SRC-2 recruitment, biochemical; in the data active = activation above about 22%;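 note: 0% = vehicle and 100% = reference agonist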
S1P3 antag: antagonists of human S1P3 receptor | inhibition, % at 4.98 µM | 0.27% of 170,000 active | Q99500 | CHO S1P3 NFAT-BLA reporter, FRET fluorescence, antagonist mode;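 active = inhibition above the plate cutoff, the mean inhibition of test wells on that plate plus 3 SD, cut at about 28% in these data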;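 note: cells challenged with S1P at its EC80 of 0.8 µM; blue over green emission ratio from cleaved BLA substrate after 4 h stimulation; 0% = S1P-stimulated wells and 100% = unstimulated DMSO-only wells; some compounds past the cut are filed as inactive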
Target sequence (Q99500 whole entry, looked up): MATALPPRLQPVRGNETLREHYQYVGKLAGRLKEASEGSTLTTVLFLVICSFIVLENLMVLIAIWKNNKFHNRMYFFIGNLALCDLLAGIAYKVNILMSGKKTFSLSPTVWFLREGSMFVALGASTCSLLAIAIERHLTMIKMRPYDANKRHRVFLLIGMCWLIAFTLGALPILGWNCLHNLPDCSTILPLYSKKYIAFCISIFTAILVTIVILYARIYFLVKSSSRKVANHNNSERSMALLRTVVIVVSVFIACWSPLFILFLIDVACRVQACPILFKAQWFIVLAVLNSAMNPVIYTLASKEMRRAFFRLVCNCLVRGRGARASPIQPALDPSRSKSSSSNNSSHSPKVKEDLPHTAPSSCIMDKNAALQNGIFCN
Diaph inh CS: inhibits diaphorase or chemically oxidizes, flagging diaphorase assay artifacts; diaphorase resazurin-to-resorufin fluorescence, NADH, 16 min; bacterial (C. kluyveri) enzyme, not human; inhibition, % at 20 µM; 0.69% of 190,000 active; AID 1217;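 active = primary screen inhibition at 20 µM above a set limit, cut at about 50% in these data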;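 note: plate controls were DMSO with full reaction for no effect and wells lacking NADH for full effect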
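System: Bacterial diaphorase enzyme (C. kluyveri) | Incubation: 16-min room-temperature incubation before reading | Benchmarks: No-NADH positive control and DMSO neutral control | Measured by: Resorufin fluorescence 544/590 nm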
Diaph act CS: activates diaphorase or chemically reduces, flagging diaphorase assay artifacts; Diaphorase/resazurin coupled assay, resorufin fluorescence, 16 min; active compounds read high; 1 = vehicle wells, 0 = NADH-free wells; activation factor at 20 µM; 0.005% of 190,000 active;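 active = diaphorase activity raised at least twofold by the compound at 20 µM; inactive = activation factor below 2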
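Test system: Clostridium kluyveri diaphorase, purified enzyme. Buffer or medium: 50 mM HEPES pH 7.4 buffer plus MgCl2 and Tween 20. Also added: 0.114 mM NADH and 0.1 mM resazurin, final amounts. Dosing: compound 20 µM once, DMSO 1%. Schedule: 16 min enzyme reaction, ambient temperature. Detection: fluorescence of resorufin, 544 nm excitation, 590 nm emission.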
ROMK mod: modulators of human ROMK potassium channel | 2% of 130,000 active | B-score at 10 µM | Tet-inducible ROMK, thallium flux fluorescence; actives lie on both sides;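 active = signal ratio slope over the read window, or its plate-corrected B-score, at least 3 SD from the plate mean, either direction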;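 note: B-score of the F/F0 ratio slope over 7 to 12 s after thallium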
* = called active by the depositor; x = not tested or not shown.

SMILES	G6PDH CS	PMI act	SRC2 TRFRET art	PPARg SRC-1 ag	PMI act hi M6P	PPARg SRC3 recr	PPARg SRC-2 ag	S1P3 antag	Diaph inh CS	Diaph act CS	ROMK mod
Cc1ccc(-c2nnn(CC(=O)Nc3cccc4cccnc34)n2)o1	6	0.8	1327	4	0.9	-5	0	-18	23	0.8	-0.72
O=C(Nc1ccccc1Cl)c1cccs1	0	1	1498	0	1.1	0	-1	-6	14	0.9	1.2
CC(C)Cc1cc(C(=O)NCCN2CCOCC2)no1	-3	0.9	1404	5	0.9	6	-1	-3	7	0.9	x
CC(=O)N(C)c1ccc(NC(=O)Nc2ccc(C)cc2)cc1	-2	1	1495	0	1	1	4	-3	7	0.9	x
CC(C)(C)C1CCc2c(C(=O)N/N=C/c3cccs3)csc2C1 (stereo not given)	6	0.8	1393	-2	0.8	-5	-2	x	26	0.7	-0.39
Cc1nc2oc(C(=O)c3ccccc3)c(N)c2c2c1COC(C)(C)C2	2	1.1	1535	3	1.1	4	8	42	22	0.8	x
O=C(c1cc2cc(Br)cc(Br)c2oc1=O)N1CCCC1	3	0.9	1501	-6	0.9	3	-1	x	14	0.9	1.6
COc1ccc(NC(=O)OC(CN2CCCCC2)C(F)(F)F)cc1 (stereo not given)	6	1	1385	-3	0.9	-9	0	x	-9	1.1	x
Cc1c(-c2ccccc2)[n+](=O)c(-c2ccc(Cl)cc2)c(C)n1[O-]	19	1	1809	-10	0.9	2	7	3	3	1	0.18
C[C@H]1C(=O)N(C)CCN1Cc1cn(C)nc1-c1ccc(Oc2ccccc2)cc1	20	0.9	1512	0	0.9	5	-5	-14	12	0.9	0.99
Cc1ccc(C(c2nnnn2CS(=O)(=O)c2ccc(C)cc2)N2CCCC2)cc1 (stereo not given)	12	1.1	1631	9	1.1	1	0	-5	-18	1.2	0.69
Cc1sc(NC(=O)C2CCCO2)c(C#N)c1C (stereo not given)	3	0.9	1622	9	0.9	3	5	27	14	0.9	0.49
CCOC(=O)c1noc(C)c1C(=O)Nc1nccs1	10	1.1	1349	8	1	1	5	-5	6	0.9	0.55
CC(=O)Oc1ccccc1-c1nc(C)nc(N(C)C(C)=O)n1	13	0.9	1608	-4	0.9	7	5	6	8	0.9	-0.62
Cc1ccc(-n2c(=O)c3ccccc3n(CC(=O)NCc3ccco3)c2=O)cc1	3	1.1	1561	6	1.1	-3	0	8	0	1	-0.49
Cc1oc2cc(O)ccc2c(=O)c1Oc1ccccc1Br	-20	0.9	1444	-5	0.8	4	-2	-38	22	0.8	x
COc1cccc(-n2cnc3c(sc4nc(N5CCOCC5)c5c(c43)CCCC5)c2=O)c1	-9	0.9	1718	-4	1	3	-2	-4	8	0.9	-0.72
C/C(=N\NC(=O)c1cc(-c2ccncc2)nc2ccccc12)c1ccc(OC(F)F)cc1	6	1.1	1711	5	1	6	8	-8	16	0.8	0.051
O=C(COC(=O)CNS(=O)(=O)c1cccc(Br)c1)Nc1ccccc1Sc1ccccc1	14	0.8	1648	6	0.9	1	12	-14	22	0.8	0.22
CC(C)(C)n1nnnc1C(c1ccccn1)N1CCN(C(c2ccccc2)c2ccccc2)CC1 (stereo not given)	-1	0.9	1623	5	0.9	1	9	-14	13	0.9	-2.6
Cc1nc(N)sc1C(=O)Nc1ccccc1	3	1	1547	2	1	4	-4	x	7	0.9	x
Cn1c(=O)n(C)c2cc(/C=N/NC(=S)NCc3ccccc3)ccc21	-8	1	1567	6	1	8	0	5	9	0.9	0.54
O=C(Nc1ccccc1)/C(=C\c1ccc2c(c1)OCO2)NC(=O)c1ccco1	6	1.1	1607	7	1.1	9	10	x	4	1	x
Cc1ccc2[nH]c(=S)cc(C)c2c1	6	0.9	1611	-11	1.4	11	8	-16	25	0.7	1.2

The list continues.
Values run as follows: G6PDH CS | PMI act | SRC2 TRFRET art | PPARg SRC-1 ag | PMI act hi M6P | PPARg SRC3 recr | PPARg SRC-2 ag | S1P3 antag | Diaph inh CS | Diaph act CS | ROMK mod
COc1ccc2c(=O)c3c(=O)n(Cc4ccco4)c(C4CCCCC4)nc3oc2c1
  5 | 1 | x | x | 1 | x | x | -20 | 20 | 0.8 | x
O=C(NC1c2ccccc2-c2ccccc21)c1ccccc1
  -11 | 1 | 1485 | -5 | 1 | 3 | -4 | -14 | 2 | 1 | -0.0002
COC(=O)c1c(NC(=O)Cc2cccs2)sc2c1CCC(C)C2 (stereo not given)
  -26 | 0.7 | 1392 | 6 | 0.8 | -1 | -10 | -4 | 35 | 0.7 | x
COc1ccc(OC)c(S(=O)(=O)NCCc2ccccc2)c1
  17 | 0.9 | 1490 | 2 | 1 | 1 | 1 | -13 | 1 | 1 | x
CCn1c(SC(C)C(=O)OC)nnc1-c1c[nH]c2ccccc12 (stereo not given)
  -5 | 1 | 1324 | -1 | 1 | -1 | 3 | -6 | 19 | 0.8 | x
COc1ccccc1NC(=O)CNC(=O)c1ccc([N+](=O)[O-])cc1
  3 | 1.1 | 1512 | 6 | 1 | -1 | -4 | -30 | 2 | 1 | 0.51
Cc1ccc(-c2[nH]c(-c3ccc(Cl)cc3)nc2SCC(=O)NCC2CCCO2)cc1 (stereo not given)
  12 | 1 | 1478 | 2 | 1 | 7 | 6 | 7 | -4 | 1 | 0.61
Cc1ccc(C(c2c(O)nc3n(c2=O)CCS3)c2c(O)nc3n(c2=O)CCS3)cc1
  15 | 1 | 1560 | -1 | 1.1 | 0 | 4 | -8 | 12 | 0.9 | 1.1
COc1cccc(CNC(=O)CCC2CCCN(C(=O)Cc3ccccc3F)C2)c1 (stereo not given)
  6 | 1 | 1633 | 10 | 1.1 | 6 | 8 | -15 | -10 | 1.1 | -0.81
CCCn1c(CNc2ccc(Br)cc2)nc2ccccc21
  -1 | 0.8 | 1313 | 1 | 0.8 | 2 | 4 | 12 | 36 | 0.6 | x
Cc1ccc(NS(=O)(=O)c2ccc(C)c(NC(=O)COc3ccc4ccccc4c3)c2)c(C)c1
  7 | 1.1 | 1690 | 7 | 0.8 | 5 | 7 | 7 | 31 | 0.7 | -1
Cc1c(NC(=O)c2ccc(CN3CCc4ccccc4C3)cc2)c(=O)n(-c2ccccc2)n1C
  -9 | 1 | 1428 | -5 | 1 | -19 | -9 | 14 | 8 | 0.9 | x
CC(=O)C1=C(C)NC(=O)NC1/C=C/c1ccccc1 (stereo not given)
  3 | 1.2 | 1702 | -1 | 1.1 | 6 | 5 | -5 | -7 | 1.1 | -1.1
CCn1c(SCC(=O)Nc2ccccc2C(=O)OC)nnc1-c1ccoc1C
  -4 | 1 | 1567 | -1 | 1 | 3 | -3 | 14 | 21 | 0.8 | x
CC(C)CC(C(=O)Nc1oc(-c2ccco2)c(-c2ccco2)c1C#N)N1C(=O)c2ccccc2C1=O (stereo not given)
  22 | x | 1576 | 6 | x | 11 | 4 | -6 | 56* | 0.4 | 1.2
O=C(O)c1ccc(N2C(=O)CC(SC(=NCc3ccc4c(c3)OCO4)Nc3ccc(F)cc3)C2=O)cc1 (stereo not given)
  3 | 1 | 1365 | -3 | 1 | -3 | 0 | 4 | 18 | 0.8 | 0.25
CCNC(=O)Nc1ccc(-n2nc(C)c(C(=O)OCC)c2C)nc1
  4 | 0.9 | 1485 | -2 | 0.9 | 2 | 4 | -12 | 5 | 1 | -0.24
O=C(Nc1ccc(Cl)cc1)N1CCCC1
  -4 | 1 | 1477 | 3 | 1 | -7 | -2 | -40 | 4 | 1 | x
COc1ccc(N(C(=O)CNC(=O)c2cccs2)C(C(=O)NCC2CCCO2)c2ccccc2)cc1 (stereo not given)
  4 | 1 | 1777 | 12 | 1 | 6 | 2 | 8 | 20 | 0.8 | x
O=c1c2cccc3c2c(nn1CN1CCOCC1)-c1ccccc1-3
  6 | 1.1 | 1678 | 4 | 1.1 | 23 | 9 | -8 | -8 | 1.1 | x
Cc1n(N)c2ccccc2[n+]1CC(=O)c1ccccc1
  12 | 0.9 | 1694 | 6 | 0.9 | 5 | 10 | 0 | 13 | 0.9 | -0.23
C/C(=C\C(=O)c1cccnc1)Nc1ccc(C)c(C)c1
  1 | 0.9 | 1496 | 4 | 0.9 | -8 | -8 | 39 | 13 | 0.9 | -0.57
Cc1ccc(OCc2csc(N)n2)cc1
  -1 | 1 | 1484 | 7 | 1 | 7 | 2 | -9 | 13 | 0.9 | -0.15
N#CCSc1nc2c(cc1C#N)CCCCCC2
  16 | 0.8 | 1574 | -4 | 0.8 | -2 | 3 | x | 20 | 0.8 | -0.59
Cc1cc(C)n2c(Nc3ccc4c(c3)OCCO4)c(-c3ccco3)nc2n1
  1 | 1 | 1519 | 2 | 0.9 | -2 | 1 | x | 20 | 0.8 | x
CCOc1cc(-n2cnnn2)c(OCC)cc1NC(=O)c1cnccn1
  0 | 0.9 | x | x | 0.9 | x | x | 3 | 17 | 0.8 | x
Cc1cc(C)c(C(=O)/C=C/c2ccc3c(c2)OCO3)c(=O)[nH]1
  9 | 1 | 1519 | 2 | 1 | 1 | 0 | -3 | -5 | 1.1 | x
O=C(OCc1nnc(-c2ccccc2)o1)c1ccc(S(=O)(=O)NCc2ccco2)cc1
  -41 | 0.9 | 1477 | -2 | 1 | -5 | 2 | -2 | 16 | 0.8 | -0.63
Cc1ccc(NC(=O)c2ccccc2-c2ccccc2C(=O)O)cc1
  7 | 1.1 | 1567 | 7 | 1.1 | 3 | 12 | -5 | 10 | 0.9 | 0.57
O=C(CCCc1ccccc1)Nc1ccc2c(c1)OCCO2
  -3 | 0.9 | 1339 | -5 | 1 | 5 | 5 | -2 | 11 | 0.9 | -0.92

Compounds above with an NH in an aromatic ring, in the order listed:
Values run as follows: G6PDH CS | PMI act | SRC2 TRFRET art | PPARg SRC-1 ag | PMI act hi M6P | PPARg SRC3 recr | PPARg SRC-2 ag | S1P3 antag | Diaph inh CS | Diaph act CS | ROMK mod
Cc1ccc2[nH]c(=S)cc(C)c2c1
  6 | 0.9 | 1611 | -11 | 1.4 | 11 | 8 | -16 | 25 | 0.7 | 1.2
CCn1c(SC(C)C(=O)OC)nnc1-c1c[nH]c2ccccc12 (stereo not given)
  -5 | 1 | 1324 | -1 | 1 | -1 | 3 | -6 | 19 | 0.8 | x
Cc1ccc(-c2[nH]c(-c3ccc(Cl)cc3)nc2SCC(=O)NCC2CCCO2)cc1 (stereo not given)
  12 | 1 | 1478 | 2 | 1 | 7 | 6 | 7 | -4 | 1 | 0.61
Cc1cc(C)c(C(=O)/C=C/c2ccc3c(c2)OCO3)c(=O)[nH]1
  9 | 1 | 1519 | 2 | 1 | 1 | 0 | -3 | -5 | 1.1 | x
